APP 5UTR inh: APP translation inhibition. SH-SY5Y APP 5'UTR-luciferase reporter, luminescence. inhibition, % at 2 µM. actives 0.82% (n = 190,000). AID 1285;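 active means inhibition above a set limit, derived from the sample mean plus 3 SD, cut at about 45% in these data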; further: values of inactives mirror those of a sister screen read the other way
Diaphorase act: activates diaphorase or chemically reduces, flagging diaphorase assay artifacts; actives 0.005% (n = 190,000); AID 1229; Diaphorase/resazurin coupled assay, resorufin fluorescence, 16 min; hits give high values; 1 = vehicle wells, 0 = NADH-free wells; activation factor at 20 µM;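 active means diaphorase activity raised at least twofold by the compound at 20 µM; inactive means activation factor below 2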
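Material: Clostridium kluyveri diaphorase, purified enzyme; Quantity: enzyme 0.07 U/mL final; Medium: HEPES pH 7.4 buffer with MgCl2 and Tween 20; Dosing: single compound dose of 20 µM, 1% DMSO final; Schedule: 16 min reaction at room temperature; Measured by: red resorufin fluorescence at 544/590 nm excitation/emission.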
STAT3 inh: STAT3 signaling inhibition. U3A cells, IL-6 STAT3-luciferase reporter, luminescence; host cell line lacks STAT1. inhibition, % at 5.5 µM. actives 0.89% (n = 190,000). AID 862;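 active means inhibition above the mean inhibition across all screened compounds plus 3 SD, cut at about 44% in these data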;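 further: 0% = DMSO only wells and 100% = 100 µM nifuroxazide control wells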
STAT3 act: activators of IL-6 induced STAT3 signaling; AID 871; U3A cells, IL-6 STAT3-luciferase reporter, luminescence; 100% = signal with IL-6 EC80 alone; actives 0.91% (n = 190,000); activation (% of control), % at 5.6 µM;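 active means activation above the screen-wide mean of compound activation plus 3 SD, cut at about 130% in these data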;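 further: 0% = background luminescence of wells with medium and substrate only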
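System – human U3A cells carrying STAT3-luciferase construct · Probe or stimulus – Interleukin-6, 33 ng/mL · Schedule – compound 1 h, then IL-6 6 h at 37 °C · Signal – luminescence from STAT3-driven luciferase reporter · Evaluation – percent of IL-6-only median luminescence · Benchmarks – IL-6-only high control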
Diaph inh CS: diaphorase inhibition or chemical oxidation counter-screen; actives 0.69% (n = 190,000); AID 1217; diaphorase resazurin-to-resorufin fluorescence, NADH, 16 min; bacterial (C. kluyveri) enzyme, not human; inhibition, % at 20 µM;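 active means primary screen inhibition at 20 µM above a set limit, cut at about 50% in these data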;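 further: plate controls were DMSO with full reaction for no effect and wells lacking NADH for full effect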
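System: Diaphorase enzyme from Clostridium kluyveri | Amount: Enzyme working solution with 0.14 U/mL diaphorase | Benchmarks: No-NADH positive control and DMSO neutral control | Signal: Fluorescence of resorufin formed from resazurin, Ex 544/Em 590 nm | Schedule: 16-min room-temperature incubation before reading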
STAT1 activator: STAT1 signaling activation. NIH 3T3 STAT1-luciferase reporter, IFN-gamma, luminescence; 100% = IFN-gamma alone, no compound. activation (% of control), % at 5.5 µM. actives 2.6% (n = 200,000). AID 932;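 active means activation above the screen-wide mean activation plus 3 SD, cut at about 130% in these data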;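 further: raw ratio to IFN-gamma control signal so 100% means no change and 0% no light; values of inactives mirror those of a sister screen read the other way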
Hsp70 act: Hsp70 transcriptional activation, primary screen. HeLa Hsp70 promoter luciferase reporter, luminescence; scaled: vehicle 0, proteasome-inhibitor control 100%. activation, % at 10 µM. actives 0.04% (n = 200,000);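 active means activation above the mean across all tested compounds plus 3 SD, cutoff set per campaign, cut at about 5.5% in these data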;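 further: 100% = MG132 at 30 µM as the positive control and 0% = DMSO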
TLR4 MyD88 comp: blocks binding of human TLR4 to MyD88. actives 0.18% (n = 200,000). O00206+Q99836. HeLa CL3-4 TLR4/MyD88 BLA complementation, FRET ratio. inhibition, % at 8.4 µM. AID 861; in the data active means inhibition above about 25%;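 further: 0% = vehicle and 100% = reference inhibitor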
Target sequence (O00206 whole entry, looked up): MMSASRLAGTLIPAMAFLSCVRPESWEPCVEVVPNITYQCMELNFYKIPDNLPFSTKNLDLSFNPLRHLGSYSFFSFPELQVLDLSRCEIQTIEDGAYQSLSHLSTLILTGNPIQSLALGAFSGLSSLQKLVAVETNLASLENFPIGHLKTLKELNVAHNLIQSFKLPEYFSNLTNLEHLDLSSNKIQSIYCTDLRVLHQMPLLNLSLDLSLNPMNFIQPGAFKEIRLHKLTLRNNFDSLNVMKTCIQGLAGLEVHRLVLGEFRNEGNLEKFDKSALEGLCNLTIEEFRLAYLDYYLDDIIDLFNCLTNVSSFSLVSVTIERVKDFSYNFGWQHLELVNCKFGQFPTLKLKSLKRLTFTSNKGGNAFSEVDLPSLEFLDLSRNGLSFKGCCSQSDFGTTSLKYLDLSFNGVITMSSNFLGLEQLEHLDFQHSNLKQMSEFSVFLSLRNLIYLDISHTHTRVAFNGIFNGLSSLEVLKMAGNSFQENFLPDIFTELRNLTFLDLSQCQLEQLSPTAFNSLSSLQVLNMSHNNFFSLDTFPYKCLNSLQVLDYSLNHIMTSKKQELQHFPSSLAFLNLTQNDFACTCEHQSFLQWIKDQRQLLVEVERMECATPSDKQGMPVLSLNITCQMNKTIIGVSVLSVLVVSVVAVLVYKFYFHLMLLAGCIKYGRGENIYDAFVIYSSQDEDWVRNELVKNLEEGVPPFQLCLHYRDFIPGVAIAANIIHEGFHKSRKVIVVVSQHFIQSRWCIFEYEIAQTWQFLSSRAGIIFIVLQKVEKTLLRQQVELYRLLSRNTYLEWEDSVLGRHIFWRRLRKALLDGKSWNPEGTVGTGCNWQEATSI
Target sequence (Q99836 whole entry, looked up): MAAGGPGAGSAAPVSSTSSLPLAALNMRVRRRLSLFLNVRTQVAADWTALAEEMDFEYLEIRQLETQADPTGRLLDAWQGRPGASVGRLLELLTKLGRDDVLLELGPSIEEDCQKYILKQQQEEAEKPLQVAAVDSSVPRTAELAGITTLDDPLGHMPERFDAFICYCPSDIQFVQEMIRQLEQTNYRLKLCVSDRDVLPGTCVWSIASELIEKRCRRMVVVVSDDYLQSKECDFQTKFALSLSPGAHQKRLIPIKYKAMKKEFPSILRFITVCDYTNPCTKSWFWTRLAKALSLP
STAT1 inh: inhibitors of IFN-gamma induced STAT1 signaling | inhibition, % at 5.5 µM | actives 0.35% (n = 200,000) | NIH 3T3 STAT1-luciferase reporter, luminescence;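 active means inhibition above a set limit, the mean inhibition across all tested compounds plus 3 SD, cut at about 34% in these data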;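 further: 0% = IFN-gamma with DMSO and 100% = IFN-gamma with 300 µM nifuroxazide; values of inactives mirror those of a sister screen read the other way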
G6PDH CS: L. mesenteroides G6PDH inhibition counter-screen. Purified L. mesenteroides G6PDH, diaphorase/resazurin coupled fluorescence, 45 min. actives 0.12% (n = 200,000). inhibition, % at 5 µM; in the data active means inhibition above about 50%
Active calls of the source: *; . = no result given. Compounds as they come. About 6.1% of those tested had a hit in this group.

SMILES | APP 5UTR inh | Diaphorase act | STAT3 inh | STAT3 act | Diaph inh CS | STAT1 activator | Hsp70 act | TLR4 MyD88 comp | STAT1 inh | G6PDH CS
CC(C)N1CC=C2C(C#N)=C(N)C(C#N)(C#N)C(c3ccccc3)C2C1 (centres undefined) | 4 | 0.7 | -7 | 109 | 27 | 102 | -0.2 | -4 | -2 | 0
CCOC(=O)CSC1=NC(=O)/C(=C\c2ccc(OC(C)=O)cc2)S1 | -4 | 0.8 | -28 | 125 | 21 | 114 | -0.3 | 3 | -16 | 9
COc1ccc(N2CCN(c3cc(C)c4ccc(C)cc4n3)CC2)cc1 | -12 | 0.9 | 7 | 96 | 7 | 99 | -0.5 | 12 | 1 | 2
Cc1ccc(C)c(N2CC(=O)N(c3cc(C)ccc3C)CC2=O)c1 | -20 | 0.8 | 0 | 103 | 24 | 104 | 0.0 | 5 | -4 | -14
Cc1ccccc1Cn1c(CN2CCN(C(=O)c3ccco3)CC2)nc2c1c(=O)n(C)c(=O)n2C | -18 | 0.7 | . | . | 26 | . | . | . | . | -19
Cc1cc(C)c(S(C)(=O)=O)c(Oc2ccc(F)cc2)n1 | -10 | 1 | 11 | 97 | 4 | 96 | 0.1 | 9 | 4 | 4
Cc1nc2ccccc2c(=O)n1NS(C)(=O)=O | 14 | 1.2 | 3 | 97 | -22 | 98 | -0.1 | 7 | 2 | 9
CCOC(=O)C1C(=O)CC(C)(O)C(C(=O)OCC)C1c1ccco1 (centres undefined) | -15 | 0.9 | 5 | 101 | 8 | 101 | -0.4 | 2 | -2 | 13
O=C(O)CC(NC(=O)C(F)(F)F)c1ccc2c(c1)OCO2 (centres undefined) | 3 | 1.2 | 10 | 97 | -23 | 107 | 0.1 | 5 | -9 | 6
Cc1ccc(-c2cc(C(F)(F)F)nc(SCC(=O)c3cccc([N+](=O)[O-])c3)n2)cc1 | 1 | 1 | 4 | 103 | -2 | 92 | -0.3 | -10 | 8 | 2
Cc1noc(C)c1C(=O)OCC(=O)Nc1c(F)cccc1F | -20 | 1 | 6 | 99 | 4 | 98 | 0.1 | 9 | 2 | 8
Cn1c(SCC(=O)c2c(N)n(C)c(=O)n(C)c2=O)nnc1-c1ccccc1F | -14 | 0.9 | -3 | 104 | 13 | 99 | -0.1 | -14 | -1 | 15
Cc1cc(=O)oc2cc(OC(C)C(=O)Nc3ccc(N4CCOCC4)cc3)ccc12 (centres undefined) | -2 | 1 | 13 | 92 | 4 | 108 | -0.2 | -7 | -9 | 4
COc1ccc(-c2nc(C(N)=O)c3[nH]c(=O)n(-c4cccc(C)c4)c3n2)c(OC)c1 | -11 | 1 | -1 | 101 | 4 | 108 | -0.1 | -9 | -7 | -22
CCOc1ncccc1C(=O)Nc1ccc(S(=O)(=O)NC2=NCCCCC2)cc1 | 4 | 1.1 | 0 | 100 | -7 | 95 | -0.4 | 0 | 5 | 1
COc1ccc(NC(=O)c2ccc(C(=O)c3ccccc3)o2)cc1 | 6 | 0.9 | 28 | 79 | 6 | 100 | 0.3 | -7 | 0 | 2
c1ccc(OCc2noc(CN3CC[C@@H]4CCCC[C@H]4C3)n2)cc1 | -17 | 0.8 | -4 | 107 | 20 | 114 | -0.2 | 5 | -17 | 5
Cc1nc(N2CCCC2C(=O)O)c2oc3ccccc3c2n1 (centres undefined) | -12 | 0.9 | 19 | 90 | 10 | 96 | 0.3 | -8 | 4 | 1
COc1cc(/C=C2\SC(=S)N(CC(=O)Nc3ccccn3)C2=O)cc(OC)c1OC | 12 | 0.7 | 5 | 93 | 29 | 106 | 0.1 | 11 | -7 | -27
COc1ccc(CCNC(=O)COC(=O)/C=C/c2ccc(OCC#N)c(OC)c2)cc1OC | 8 | 0.9 | 14 | 91 | 6 | 89 | 0.0 | 3 | 12 | 7
COc1cccc(N2C(=O)C(Cc3c[nH]c4ccccc34)NC2=S)c1 (centres undefined) | -12 | 1.1 | -3 | 105 | -10 | 108 | -0.1 | 8 | -9 | 8
CCC(C)(C(=O)NC1CCCCC1)N(Cc1cccs1)C(=O)CC1NC(=O)NC1=O (centres undefined) | -3 | 0.9 | 1 | 103 | 14 | 100 | -0.2 | -21 | 0 | -3
COc1ccc(C(=O)O)cc1NC(=S)NC(=O)c1ccc(-c2ccc(Cl)cc2)o1 | -10 | 0.7 | -2 | 103 | 29 | 104 | -0.1 | 5 | -5 | 3
CNc1oc(-c2ccccc2)nc1C#N | -20 | 0.9 | 16 | 90 | 10 | 102 | 0.0 | 1 | -1 | 3
O=[N+]([O-])c1ccc(S(=O)(=O)NCC2CCCO2)cc1 (centres undefined) | 5 | 0.8 | -9 | 105 | 18 | 104 | -0.2 | 2 | -4 | 7
COc1cccc(OCCn2cc(C(=O)c3ccco3)c3ccccc32)c1 | -2 | 1 | 13 | 92 | 0 | 106 | -0.6 | -2 | -7 | -7
O=C(NCC1CCCO1)c1ccc(CS(=O)(=O)c2c(Cl)cccc2Cl)o1 (centres undefined) | -3 | 0.9 | 0 | 104 | 5 | 96 | -0.1 | 14 | 4 | 0
C(=N\Nc1ccc2ccccc2n1)/c1ccc2c(c1)OCCO2 | -48 | 0.9 | 108* | 13 | 9 | 17 | -0.5 | -7 | 89* | -4
NS(=O)(=O)c1ccc(O)c(N2C(=O)c3cccc4c(C(=O)c5ccccc5)ccc(c34)C2=O)c1 | -8 | 0.7 | -6 | 111 | 27 | 93 | -0.4 | 15 | 5 | 6
CCCN(C(=O)c1ccccc1N)c1c(C)n(C)n(-c2ccccc2)c1=O | -23 | 0.9 | 7 | 96 | 14 | 98 | -0.1 | -3 | 2 | 5

Not a retest: entries from further up.
SMILES | APP 5UTR inh | Diaphorase act | STAT3 inh | STAT3 act | Diaph inh CS | STAT1 activator | Hsp70 act | TLR4 MyD88 comp | STAT1 inh | G6PDH CS
O=[N+]([O-])c1ccc(S(=O)(=O)NCC2CCCO2)cc1 (centres undefined) | 5 | 0.8 | -9 | 105 | 18 | 104 | -0.2 | 2 | -4 | 7
COc1cccc(OCCn2cc(C(=O)c3ccco3)c3ccccc32)c1 | -2 | 1 | 13 | 92 | 0 | 106 | -0.6 | -2 | -7 | -7
O=C(NCC1CCCO1)c1ccc(CS(=O)(=O)c2c(Cl)cccc2Cl)o1 (centres undefined) | -3 | 0.9 | 0 | 104 | 5 | 96 | -0.1 | 14 | 4 | 0

Following part
SMILES | APP 5UTR inh | Diaphorase act | STAT3 inh | STAT3 act | Diaph inh CS | STAT1 activator | Hsp70 act | TLR4 MyD88 comp | STAT1 inh | G6PDH CS
C=CCNc1cc(C)oc(=O)c1C(=O)CC | -8 | 0.9 | 2 | 105 | 8 | 96 | 0.1 | 3 | 3 | 5
CCC(=O)NC(c1cccc([N+](=O)[O-])c1)c1c(OC(C)=O)ccc2ccccc12 (centres undefined) | 12 | 0.8 | 2 | 101 | 17 | 98 | -0.3 | -2 | 3 | 5
CC(=O)c1nc(N2C(=O)CC(Cc3cc(C)cc(C)c3)C2=O)sc1C (centres undefined) | 3 | 0.9 | 2 | 96 | 8 | 97 | -0.3 | -3 | 3 | -13
Cc1cc(NC(=O)CSc2nnc(-c3ccccc3)n2C)no1 | -1 | 1 | 3 | 102 | -1 | 92 | -0.2 | -4 | 7 | -1
CC(C)CC(=O)Nc1cc([N+](=O)[O-])ccc1Cl | -4 | 0.9 | -5 | 111 | 9 | 98 | 0.2 | -5 | 2 | 2
CCC(CC)NC(=O)COC(=O)c1cc(SC)ccc1Cl | -11 | 1 | 2 | 102 | -4 | 99 | 0.4 | 10 | 1 | 7
CCOC(=O)C1=C(CC)Nc2ccccc2N/C1=N\S(=O)(=O)c1ccc(C(=O)OCC)cc1 | 3 | 0.9 | 4 | 98 | 11 | 101 | -0.3 | -2 | -1 | 0
CCCC(=O)Nc1ccc2c(c1)COC2=O | -15 | 1.1 | 0 | 103 | -12 | 104 | -0.6 | 0 | -6 | 16
O=C1N/C(=N/NC(=O)c2cccc3ccccc23)S/C1=C\c1ccccc1OCc1ccccc1 | 3 | 0.8 | 12 | 94 | 16 | 100 | -0.4 | 6 | 0 | 4
Cc1ccc2cc(C(c3nnnn3C3CCCC3)N(Cc3ccccc3)Cc3ccco3)c(=O)[nH]c2c1 (centres undefined) | -24 | 0.8 | 12 | 93 | 15 | 101 | 0.2 | -6 | -1 | -4
CN(Cc1cccs1)C(=O)COC(=O)CNC(N)=O | -13 | 0.9 | -2 | 109 | 6 | 100 | -0.2 | -1 | -1 | -3
CSC1=NC2(CCCCC2)C2=C(CCCC2)N1 | -6 | 0.8 | 10 | 97 | 16 | 105 | -0.1 | -1 | -7 | 0
CC(C)n1c(SCC(=O)N2CCCC2)nc2c1c(=O)n(C)c(=O)n2C | -18 | 0.9 | -1 | 106 | 10 | 108 | -0.4 | 6 | -7 | -4
COc1ccc(S(=O)(=O)N2CCc3ccccc32)cc1C(=O)NCCc1ccccn1 | 20 | 1 | 0 | 102 | -2 | 106 | -0.3 | -5 | -8 | 5
Cc1nc2ccc(S(=O)(=O)NCC(=O)N3CCOCC3)cc2s1 | 3 | 0.9 | -9 | 108 | 5 | 100 | 0.2 | 10 | 0 | 1
CC1CCCCC12NC(=O)N(Cn1nnc3ccccc3c1=O)C2=O (centres undefined) | 3 | 0.8 | -2 | 106 | 19 | 102 | -0.2 | 3 | -2 | 3
CNCCOc1nc(N2CCOCC2)nc(C)c1[N+](=O)[O-] | -2 | 1 | 20 | 85 | 0 | 103 | -0.5 | 3 | -3 | 13
COc1ccc(C(=O)Nc2ccccc2-c2nnn(CC(=O)Nc3ccc4c(c3)OCCO4)n2)cc1 | -4 | 0.9 | 31 | 79 | 9 | 97 | 0.0 | -1 | 1 | -59

One compound at a time, as listed above:
Record of `C(=N\Nc1ccc2ccccc2n1)/c1ccc2c(c1)OCCO2` → APP 5UTR inh: -48; Diaphorase act: 0.9; STAT3 inh: 108*; STAT3 act: 13; Diaph inh CS: 9; STAT1 activator: 17; Hsp70 act: -0.5; TLR4 MyD88 comp: -7; STAT1 inh: 89*; G6PDH CS: -4
Record of `COc1ccc(CCNC(=O)COC(=O)/C=C/c2ccc(OCC#N)c(OC)c2)cc1OC` → APP 5UTR inh: 8; Diaphorase act: 0.9; STAT3 inh: 14; STAT3 act: 91; Diaph inh CS: 6; STAT1 activator: 89; Hsp70 act: 0.0; TLR4 MyD88 comp: 3; STAT1 inh: 12; G6PDH CS: 7
Record of `CC(C)N1CC=C2C(C#N)=C(N)C(C#N)(C#N)C(c3ccccc3)C2C1` (centres undefined) → APP 5UTR inh: 4; Diaphorase act: 0.7; STAT3 inh: -7; STAT3 act: 109; Diaph inh CS: 27; STAT1 activator: 102; Hsp70 act: -0.2; TLR4 MyD88 comp: -4; STAT1 inh: -2; G6PDH CS: 0

Assay outcomes (PubChem BioAssay)
